GLS inhibitor: inhibitors of human glutaminase (GLS). GLS enzymatic activity, qHTS titration. O94925. hit rate 0.21% among 410,000. Potency, µM (highest dose often 45.5 µM), for inactives: at the top dose activity change, negative = inhibition, actives largely listed as inhibitors; further: potency means the concentration at half of the fitted maximal effect; on the % scale 0 is the no-effect control and ±100 the full control effect
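Enzyme dispensed in phosphate buffer (45 mM, pH 8.2, 0.02% Tween-20), compounds pinned in, then 1 mM L-glutamine solution and the glutamate oxidase–HRP–Amplex Red mix added; fluorescence read immediately and again after 30 min at room temperature.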
USP1 inh: blocks the human USP1/UAF1 deubiquitinase complex. recombinant USP1/UAF1, Ub-Rhodamine cleavage fluorescence. Potency, µM (top dose mostly 57.1 µM), inactives show at the highest dose activity change, negative = inhibition, actives largely listed as inhibitors. hit rate 0.23% among 390,000; further: potency means the concentration at half of the fitted maximal effect; on the % scale 0 is the no-effect control and ±100 the full control effect; nearly all actives have a fitted effect of over 60% in size; inactives centre near -12
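In this screen, compounds sit with the deubiquitinase complex (1nM) for 15 min at room temperature before Ub-Rho is added at 150nM final. Fluorescence rise is then followed for 6 reads every 60 seconds.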
IDH1 R132H inh: inhibitors of human mutant IDH1 R132H | IDH1-R132H enzyme, NADPH consumption, diaphorase/resazurin fluorescence | hit rate 0.093% among 390,000 | O75874 | Potency, µM (highest dose often 76.6 µM), for inactives: top-dose activity change, negative = inhibition, usual class: inhibitors | AID 602179; further: potency means the concentration at half of the fitted maximal effect; on the % scale 0 is the no-effect control and ±100 the full control effect; nearly all actives have a fitted effect of over 65% in size
Target sequence (O75874 whole entry R132H, stated change not applied): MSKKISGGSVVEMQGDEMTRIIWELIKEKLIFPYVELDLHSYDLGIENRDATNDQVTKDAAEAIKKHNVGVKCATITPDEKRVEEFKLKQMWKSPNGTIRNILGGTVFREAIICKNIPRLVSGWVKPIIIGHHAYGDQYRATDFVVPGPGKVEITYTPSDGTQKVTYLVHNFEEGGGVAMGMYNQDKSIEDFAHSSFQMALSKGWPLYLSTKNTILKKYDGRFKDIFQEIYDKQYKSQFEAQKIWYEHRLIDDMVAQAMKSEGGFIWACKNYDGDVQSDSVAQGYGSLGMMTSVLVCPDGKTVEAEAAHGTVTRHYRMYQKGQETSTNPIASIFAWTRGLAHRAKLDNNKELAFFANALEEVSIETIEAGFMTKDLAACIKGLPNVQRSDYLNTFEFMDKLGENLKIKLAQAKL
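IDH1-R132H (0.5 ug/mL) preincubated 30 min with compound, then NADPH (0.016 mM) and alpha-KG (2 mM) added; 80 min at RT, pH 7.5. Remaining NADPH coupled via diaphorase/resazurin to fluorescence (540/590 nm); concentration-response curves normalized to no-enzyme control.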
rTrxR1 inhibitor: blocks rat thioredoxin reductase 1; recombinant rTrxR1, NADPH fluorescence consumption, selenite substrate; hit rate 1% among 390,000; Potency, µM (series often up to 114 µM), inactives show top-dose activity change, negative = inhibition, usual class: inhibitors; further: potency means the concentration at half of the fitted maximal effect; on the % scale 0 is the no-effect control and ±100 the full control effect; nearly all actives have a fitted effect of over 65% in size
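Rat TrxR1 (90 nM in the dispensed reagent) was pre-reduced with 400 uM NADPH for 5 min at room temperature, then incubated with compound for 15 min. After 400 uM selenite was added, NADPH fluorescence (Ex 340/Em 450 nm) was followed for 8 min.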
HP1b binding inh: inhibitors of HP1-beta chromodomain binding to methylated histone tails; AlphaScreen HP1-beta / biotin-H3K9me3 peptide binding; AID 540317; hit rate 0.56% among 390,000; P83916; Potency, µM (highest dose often 114 µM), inactives show top-dose activity change, negative = inhibition, hits mostly inhibitors; further: potency means the concentration at half of the fitted maximal effect; nearly all actives have a fitted effect of over 70% in size; inactives centre near 23
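AlphaScreen: HP1-beta (50 nM) preformed 30 min with biotin-H3(1-18)K9me3 peptide (50 nM) in PBS pH 7.4, 0.01% Tween-20. Compound added for 30 min at RT, then streptavidin donor/nickel chelate acceptor beads (10 ug/mL) for 30 min.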
PI4K2A inh: blocks human PI4K2A kinase activity. Q9BTU6. purified PI4K2A, ADP-Glo luminescence, 1 h; stronger effect = lower value. activity change, negative = inhibition, % at 76.9 µM. hit rate 0.13% among 420,000; in the data active means activity change below about -50%; inconclusive means mostly about -30% to -49%;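 further: -100% = wells without enzyme as full effect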
Target sequence (Q9BTU6 whole entry, looked up): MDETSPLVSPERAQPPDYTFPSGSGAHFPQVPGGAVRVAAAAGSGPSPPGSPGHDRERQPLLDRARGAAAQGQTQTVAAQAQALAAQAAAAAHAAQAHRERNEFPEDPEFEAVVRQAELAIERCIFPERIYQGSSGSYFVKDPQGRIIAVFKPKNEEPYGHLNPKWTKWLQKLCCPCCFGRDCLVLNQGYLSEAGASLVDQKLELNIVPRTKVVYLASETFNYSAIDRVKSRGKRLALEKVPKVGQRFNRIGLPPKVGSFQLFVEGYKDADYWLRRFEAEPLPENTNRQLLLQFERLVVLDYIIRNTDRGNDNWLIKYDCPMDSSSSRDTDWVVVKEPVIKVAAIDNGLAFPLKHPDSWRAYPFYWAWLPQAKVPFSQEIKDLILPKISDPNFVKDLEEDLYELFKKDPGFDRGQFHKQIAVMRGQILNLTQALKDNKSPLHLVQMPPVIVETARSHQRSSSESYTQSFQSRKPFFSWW
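ADP-Glo luminescence measured ADP generated by PI4K2A enzyme (4 ug/mL before mixing) with 1.2 mM PI substrate (pre-mix) and 300 microM ATP (pre-mix). Tris pH7.5 buffer with MgCl2, Triton X-100; 1 h reaction at ambient temperature.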
Pin1 inh: inhibitors of human Pin1 | Q13526 | Pin1 FP peptide displacement, HiFluor488, 10 min | Potency, µM (series often up to 115 µM), for the others: at the top dose activity, negative = inhibition, actives largely listed as inhibitors | hit rate 0.009% among 390,000 | AID 504891; active means well fitted inhibition curve with a large enough effect in the polarisation, with a control signal flat, not every such curve was filed as active; inconclusive means small, poorly fitted or top-dose-only effect, or effect the other way, or a change in a side signal; inactive means no such curve, though single readings can be large or run the other way; the % refers to the polarisation; further: potency means the concentration at half of the fitted maximal effect; on the % scale 0 is the no-effect control and ±100 the full control effect
Target sequence (Q13526 whole entry, looked up): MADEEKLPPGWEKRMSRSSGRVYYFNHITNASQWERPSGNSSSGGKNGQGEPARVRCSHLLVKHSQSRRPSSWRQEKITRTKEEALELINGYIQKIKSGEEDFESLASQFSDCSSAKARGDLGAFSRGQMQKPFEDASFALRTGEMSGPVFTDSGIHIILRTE
Tb PGK inh: blocks T. brucei phosphoglycerate kinase | PGK/GAPDH coupled, Kinase-Glo luminescence, 60 min | Potency, µM (series often up to 57.5 µM), without a hit: at the highest dose activity change, negative = inhibition, hits mostly inhibitors | hit rate 0.043% among 380,000 | AID 602233; further: potency means the concentration at half of the fitted maximal effect; on the % scale 0 is the no-effect control and ±100 the full control effect; nearly all actives have a fitted effect of over 60% in size
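Recombinant glycosomal PGK reaction used 1,3-bisphosphoglycerate generated in-well by GAPDH (100nM final) in 100mM TEA pH 7.6, 5mM MgCl2, 0.01% Tween-20. After 60 minutes at room temperature, ATP was read by Kinase-Glo Plus luminescence end-point.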
TrxR1 substrate: rat thioredoxin reductase 1 substrate activity; AID 588456; Potency, µM (top dose mostly 114 µM), for the others: at the top dose activity change, negative = substrate turnover; purified TrxR1 substrate turnover, NADPH consumption readout; hit rate 0.01% among 390,000; further: potency means the concentration at half of the fitted maximal effect; on the % scale 0 is the no-effect control and ±100 the full control effect; nearly all actives have a fitted effect of over 50% in size
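Rat TrxR1, dispensed at 90 nM, was prereduced with 400 uM NADPH (final) for 5 min at ~22 deg C, then incubated with compound 15 min before 400 uM selenite. A first-read NADPH fluorescence drop versus no-compound background flagged substrates.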
* marks the source's active call; other numbers are inactive results; i = inactive; ? = inconclusive; nt = not tested or not shown; [ ] = another dose, or the depositor's remark. Unless noted, the call rests on the fitted dose curve; in most records, active means well fitted curve in the direction sought with a large enough effect; inconclusive means small, poorly fitted or top-dose-only effect, or another doubt; inactive means no such curve, though single readings can be large; an effect the other way counts as inactive or inconclusive. This is a subset; the hit share may differ from the screen's.

SMILES | GLS inhibitor | USP1 inh | IDH1 R132H inh | rTrxR1 inhibitor | HP1b binding inh | PI4K2A inh | Pin1 inh | Tb PGK inh | TrxR1 substrate
CC1CC1C(=O)Nc1nc(-c2ccccn2)cs1 (centres undefined) | -19.2% | -18.5% | -6.2% | -6.1%[57.1 µM] | ? | -4.5 | -12.0% | -3.3% | 6.4%[57.1 µM]
C/C(=N\NC(=O)COc1ccc(C#N)cc1)c1ccc(N2CCOCC2)cc1 | 18.1% | -23.2% | 1.6% | 0.4% | 51.1%[activator] | 1.8 | 4.1% | -8.3% | 1.1%
Nc1nc2sc3c(c2c(=O)s1)CCCC3 | 10.0% | -16.5% | 3.6% | -11.1% | -2.0% | 1.3 | -1.0% | i | -4.8%
C#CC1(O)CC(C)N(C)C(C)C1 (centres undefined) | 2.7% | -6.5% | -1.6% | -0.7% | 17.9% | -4.0 | 3.8% | -1.5% | -6.4%
C(=N\Nc1nc(N2CCOCC2)nc(N2CCOCC2)n1)/c1ccncc1 | 4.2% | -16.9% | 8.7% | 4.6%[57.1 µM] | 1.2% | -0.7 | -1.6% | i | 4.5%[57.1 µM]
Cc1ccc(S(=O)(=O)N(C)CC(=O)Nc2cccnc2)cc1 | 10.7% | -7.2% | -3.2% | 30.9% | 6.8% | -1.9 | -4.8% | -6.6% | 4.6%
CCn1c(=NC(=O)CSC(C)=O)sc2cc(F)ccc21 | 0.2% | -7.9% | 12.1% | 26.8%[57.1 µM] | 22.6% | 5.9 | -1.6% | i | -10.2%
Cc1cccc(C)c1Nc1c(-c2ccccn2)nc2c(C)cccn12 | 27.2% | -12.5% | 11.5% | -1.7% | -18.3% | 1.2 | 5.7% | 6.1% | 3.9%[2.29 µM]
NNc1nc2ccc(Cl)cc2s1 | -4.3% | -15.4% | 0.8% | -4.0% | -20.0% | -19.3 | -5.9% | -9.1% | 2.3%
S=c1[nH]nc(CCSCc2ccccc2)n1-c1ccccc1 | -13.2% | -16.2% | 4.4% | -3.5% | 11.4% | -0.5 | -0.6% | -0.4% | 6.5%
COc1ccc(-c2[nH]ncc2C(=O)NCc2ccccc2C)cc1 | -2.9% | -19.4% | nt | 0.2% | 14.3% | -1.4 | -2.2% | nt | 1.2%
O=C(Cc1ccccc1)N[C@@H](Cc1ccccc1)C(=O)O | -2.7% | -11.1% | 13.2% | 9.1% | 37.8% | 2.8 | 0.7% | -1.8% | 2.5%
COc1ccc(-n2c(C)c(C(C)=O)c(C(C)=O)c2C)cc1 | -10.0% | -12.5% | 2.4% | 8.6% | 10.9% | -6.7 | 1.3% | nt | -7.3%
COc1ccc(NC(=O)c2cccc(S(=O)(=O)N3CCN(c4ccccc4)CC3)c2)c(OC)c1 | 1.3% | -10.7% | 2.0% | 5.6% | 14.9% | 0.7 | 4.1% | -2.7% | -3.7%
COc1cc(/C=C(\C#N)c2ccccn2)ccc1OCc1ccccc1 | 0.9% | -21.2% | -1.4% | -5.4%[57.1 µM] | 113.5%[activator] | -0.4 | 9.1% | -9.8% | 5.8%[57.1 µM]
COc1ccc(S(=O)(=O)N2CCOCC2)cc1NC(=O)CSc1nnc(C2CC2)n1C1CC1 | 4.3% | -21.4% | 2.5% | 25.1% | 49.1%[activator] | 0.4 | -5.5% | 0.6% | 7.1%
c1ccc2c(c1)Sc1ccccc1-n1cnnc1-2 | -20.0% | -4.4% | 5.3% | -7.7% | -14.5% | 3.3 | 3.0% | i | -5.9%
O=Cc1cn(CC(=O)Nc2ccc(F)cc2)c2ccccc12 | 7.8% | ? | 3.0% | 11.7%[11.4 µM] | 4.3% | 6.3 | 3.9% | i | 5.4%[11.4 µM]
COc1ccc(-c2csc(-c3ccccc3)n2)c(OC)c1 | -17.0% | -3.6% | 3.3% | 4.2% | 169.1%[activator] | -3.0 | 7.0% | -9.6% | -3.0%
COc1ccccc1CNC(=O)Cc1ccc(C)cc1 | 5.3% | -1.3% | 7.7% | 16.4% | 21.5% | -2.6 | 5.0% | nt | 4.9%
Clc1ccc(OCCCCCN2CCCC2)c(Br)c1 | 2.2% | -11.2% | 3.9% | 5.5%[57.1 µM] | ? | 0.6 | -10.7% | -4.3% | -26.0%[57.1 µM]
COc1ccc(-c2nn(-c3ccccc3)cc2N)cc1 | 39.8%[activator] | -22.3% | 2.2% | 28.1%[57.1 µM] | -22.1% | -5.5 | 0.8% | -5.4% | 66.2%[activator][57.1 µM]
Cn1c(N)c(C(=O)COC(=O)CCc2nc3ccccc3s2)c(=O)n(C)c1=O | -9.8% | -8.1% | 5.7% | 33.5%[57.1 µM] | 34.7% | -5.7 | -2.0% | i | -5.0%[57.1 µM]
NNC(=O)c1nc[nH]c1C(=O)Nc1ccccn1 | 24.4% | -13.0% | -0.8% | 1.1% | 37.5% | -6.3 | 3.1% | 4.6% | -3.9%
Cc1ccc(CNC(=O)CN2CCN(Cc3ccc(C)cc3)C2=O)cc1 | -1.6% | -14.9% | 13.8% | 9.3%[57.1 µM] | 31.0% | -4.2 | -12.1% | -0.2% | -7.9%[57.1 µM]
COc1ccc(/C=C/C(=O)Nc2sc3c(c2C(=O)NCc2cccnc2)CCCC3)cc1 | nt | ? | 2.2% | -0.7% | 36.7% | -0.2 | 18.2% | 1.5% | 3.1%
S=C(NCc1ccc2c(c1)OCO2)Nc1ccc(-c2nc3ccccc3[nH]2)cc1 | 3.2% | -11.3% | 2.3% | 5.0% | ? | 0.8 | 24.4% | -9.0% | -0.3%
O=C(COC(=O)CC1CC2CCC1C2)Nc1ccccc1Cl (centres undefined) | 1.2% | -4.8% | 6.3% | -6.3% | 132.3%[activator] | 4.2 | -2.9% | -1.2% | -16.2%
O=c1[nH]c2ccccc2c(O)c1-[n+]1ccccc1 | 1.1% | -14.9% | 0.0% | 27.5% | 17.3% | -6.5 | 0.4% | i | 8.2%
CCCC1CCC(=NNC(=O)CNc2ccc(OC)cc2)CC1 (centres undefined) | 15.2% | 1.8% | 7.2% | -8.0% | -0.2% | -2.3 | 3.9% | -5.7% | -9.4%
COc1cc(C(=O)Nc2ccc3c(c2)CCN3C(C)=O)cc(OC)c1OC | -8.9% | -18.3% | 8.6% | 15.5%[57.1 µM] | 30.1% | 3.9 | -11.1% | -2.2% | -16.4%[57.1 µM]
COc1ccc(C(=O)NN2C(=O)C3C(c4ccccc4)C=CC(c4ccccc4)C3C2=O)cc1 (centres undefined) | -7.3% | -22.1% | 2.2% | -2.6% | 7.8% | -1.2 | 6.6% | -8.6% | -4.0%
COC(=O)c1cc(NC(=O)CSc2nnc(CN3CCOCC3)n2C)ccc1Cl | -8.5% | -20.0% | -7.4% | 3.4% | 58.4%[activator] | 3.2 | 4.5% | -3.7% | 3.8%
CCCOc1ccc(/C(O)=C2/C(=O)C(=O)N(CCCn3ccnc3)C2c2ccc(C)o2)cc1 (centres undefined) | 1.1% | -12.4% | 0.8% | -14.3%[57.1 µM] | 18.8% | -3.6 | 5.8% | 5.7% | -3.5%
Cc1ccc(-n2ncc3c2CCCC3NC(=O)CSc2ccccn2)cc1C (centres undefined) | -2.9% | -8.8% | -2.7% | 3.0% | 6.1% | 4.2 | -2.2% | -1.7% | -6.9%
COc1nn(CC(=O)N2N=C(C(F)F)CC2(O)C(F)F)cc1[N+](=O)[O-] (centres undefined) | -2.3% | -7.9% | 9.9% | -1.0% | 15.8% | 4.8 | -12.2% | 0.3% | 2.7%
Cc1ccccc1Cn1nnc2c(=O)[nH]c(C3CCN(C(=O)c4ccccc4)CC3)nc21 | 1.2% | -7.5% | 13.1% | 6.5% | 24.7% | -2.6 | -0.1% | -4.6% | 0.6%
O=C(NCc1ccc(F)cc1)c1cc2c(s1)CCCC2 | -13.9% | -12.9% | 7.8% | 11.5% | 56.1%[activator] | -0.1 | -0.7% | i | -0.9%
CO/C(N)=C(\C#N)N=Cc1ccccc1Cl | -3.8% | -9.6% | 15.8% | 13.9%[11.4 µM] | 17.0% | -16.1 | 1.1% | 0.0% | 8.2%[11.4 µM]
O=C(O)CC1=C(Nc2ccccc2)C(=O)N(c2ccccc2)C1c1ccc(Cl)cc1 (centres undefined) | 4.6% | -20.3% | 2.1% | ? | 33.0% | 2.2 | 1.4% | i | 5.1%
CC(C)Cn1c(-c2ccccc2F)n[nH]c1=S | 5.6% | -21.5% | 2.8% | -23.1% | -13.5% | -4.9 | -3.5% | -8.6% | 0.3%
COc1ccc(C(=O)OC(C)C(=O)NC2CCCc3ccccc32)cc1OC (centres undefined) | 2.2% | -8.7% | -3.8% | 3.7% | 30.4% | 0.5 | -1.2% | -0.6% | -0.5%
Cc1ccccc1CN(c1ccc(C(=O)NCC2CCCO2)cc1)S(C)(=O)=O (centres undefined) | -9.6% | -2.1% | -6.3% | 0.5% | 7.8% | 5.3 | -3.0% | -5.2% | 5.4%
Cc1cccnc1NC(=O)Nc1ccc(Cl)cc1 | -1.7% | -3.5% | 1.3% | 7.0% | 26.7% | 2.4 | -1.8% | 3.6% | -2.0%

High-throughput results deposited in PubChem by National Center for Advancing Translational Sciences (NCATS).
